Bioassay records: PubChem, Broad Institute
Casp6 inh: human caspase-6 inhibitors, primary screen, biochemical, VEID-R110 fluorescence, single point, set 2. P55212. purified caspase-6, Z-VEID-R110 cleavage fluorescence. inhibition, % at 12.5 µM. 0.53% of 350,000 active. AID 686996, 2013;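 active means mean inhibition across replicates at least about 35%, with every replicate also reaching that limit, limit read from the data; inconclusive means only one of the two criteria met; inactive means neither criterion met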;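 further: 0% = median of neutral control wells and 100% = no fluorescence left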
Target sequence (P55212 24-179 limits assumed): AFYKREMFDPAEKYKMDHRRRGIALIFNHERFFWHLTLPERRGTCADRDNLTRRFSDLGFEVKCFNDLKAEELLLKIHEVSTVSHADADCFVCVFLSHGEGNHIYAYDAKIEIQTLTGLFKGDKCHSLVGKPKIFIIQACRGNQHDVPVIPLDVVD
Target sequence (P55212 194-293 limits assumed): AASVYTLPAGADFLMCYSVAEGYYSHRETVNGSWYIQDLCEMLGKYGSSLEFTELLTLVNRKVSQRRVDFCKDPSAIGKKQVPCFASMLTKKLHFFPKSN
SIRT5 inh: SIRT5 desuccinylase inhibitors, primary screen, biochemical, fluorescence imaging, single point, set 5; Purified SirT5, succinyl-peptide AMC, trypsin-coupled fluorescence; inhibition, % at 15 µM; 1.1% of 330,000 active; AID 652115, 2013; in the data active means inhibition above about 15%; inconclusive means no clear call, values can overlap the other calls
Target sequence (Q9NXA8 whole entry, looked up): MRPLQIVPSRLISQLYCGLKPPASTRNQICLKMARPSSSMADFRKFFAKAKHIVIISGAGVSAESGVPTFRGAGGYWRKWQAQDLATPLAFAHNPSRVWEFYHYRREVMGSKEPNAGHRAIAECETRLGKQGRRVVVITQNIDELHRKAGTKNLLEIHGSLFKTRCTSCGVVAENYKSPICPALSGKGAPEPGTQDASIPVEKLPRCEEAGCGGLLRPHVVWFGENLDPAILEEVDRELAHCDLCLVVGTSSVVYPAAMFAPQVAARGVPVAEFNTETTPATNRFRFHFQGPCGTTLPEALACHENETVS
PAX8 reporter: inhibitors of PAX8-driven TPO luciferase reporter, primary screen, RMG-I cells, single concentration. 1.2% of 360,000 active. inhibition, % at 12.6 µM. SteadyGlo, 24 h;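 active means mean replicate inhibition at least 60% with every replicate also reaching 60%; inconclusive means only one of the two criteria is met; inactive means mean below 60% and not all replicates reaching 60%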;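 further: luciferase light reporting Pax8 driven TPO promoter activity; plate controls were median of neutral control wells for no effect and mitoxantrone controls for full effect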
ARNT TACC3 PPI: disruptors of ARNT/TACC3 protein interaction, primary screen, biochemical, AlphaScreen, single concentration; Transforming acidic coiled-coil-containing protein 3 (Homo sapiens), Q9Y6A5; AlphaScreen His-ARNT PAS-B/GST-TACC3 binding, luminescence; TACC3 fragment carries E629A point mutation; inhibition, % at 9.99 µM; 0.66% of 390,000 active; AID 623870, 2012;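 active means mean inhibition of replicates at least 50% and at least half of replicates each reaching 50%; inconclusive means half or more replicates reach 50% but mean below 50%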;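 further: 0% = complete ARNT plus TACC3 wells and 100% = ARNT alone without TACC3; many hits fall short of the cut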
EWS-Fli inh: EWS/Fli-driven NR0B1 reporter inhibitors, primary screen, A673 cells, NR0B1 luciferase, luminescence, MLPCN library; viability-normalised; inhibition, % at 12.6 µM; 0.67% of 350,000 active;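 active means mean inhibition of at least 50% after viability correction, with every replicate also passing that limit; inconclusive means mean reaches 50% but only one of two replicates passes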;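 further: firefly luciferase signal divided by Alamar Blue viability fluorescence both relative to DMSO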
LGR2 antag: inhibitors of bursicon-induced LGR2 CRE-luciferase signal, primary screen, cell-based, HEK293, CRE-luciferase reporter, bursicon stimulation. Drosophila bursicon receptor LGR2 (rickets). bursicon-stimulated, 4 h. inhibition, % at 9.99 µM. 0.35% of 380,000 active. AID 720647, 2013;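 active means drop in luminescence signal, shown as inhibition above about 50% in the replicate tests, limit read from the data, passing the limit was not always enough; inconclusive means probably only some replicates passing the limit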;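 further: agonist challenge used bursicon conditioned medium at about half maximal strength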
DENV2 CPE rescue: inhibitors of DENV2 cytopathic effect, primary screen, cell-based, plate reader, single concentration | CPE inhibition, % at 9.99 µM | 1.7% of 350,000 active | DENV2-infected cells, cytopathic effect rescue; in the data active means CPE inhibition above about 20%, passing the limit was not always enough; inconclusive means no clear call, values can overlap the other calls; tested in BHK-21 cells;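 further: 0% = median of neutral control wells and 100% = median of positive control wells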
An asterisk follows results filed as active; ? = inconclusive; nt = no result given; & = joins results of further samples.

SMILES	Casp6 inh	SIRT5 inh	PAX8 reporter	ARNT TACC3 PPI	EWS-Fli inh	LGR2 antag	DENV2 CPE rescue
C[C@H](CO)N1C[C@H](C)[C@@H](CN(C)Cc2ccc(-c3ccccc3)cc2)Oc2ccc(NS(=O)(=O)c3cccs3)cc2CC1=O	1	18*	14	4	12	-6	-17
CCOc1ccc(NC(=O)CN(C)CC(=O)Nc2ccc(Br)cc2F)cc1OCC	0	0	9	-6	10	-8	-3
CCNc1nn2ccccc2c1/C=C(\C#N)C(=O)OCC	-2	0	-9	-5	-15	-18	9
C[C@@H]1CN([C@H](C)CO)C(=O)c2cc(-c3cccnc3)cnc2O[C@H]1CN(C)C(=O)Cc1cccnc1	1	1	nt	-3	-15	-8	0
CN(C(=O)CN1CCCCCC1)c1c(N)n(Cc2ccccc2)c(=O)[nH]c1=O	-3	1	-4	-1	1	14	5
CCCNC(=O)C[C@H]1CC[C@H]2[C@@H](COC[C@H](O)CN2C(=O)c2ccccn2)O1	1	-1	1	6	-6	-7	5
COc1cccc(CN2CCN(C3CSCCSC3)CC2CCO)c1 (configuration not stated)	1	1	-4	3	7	6	-2
N#Cc1ccccc1S(=O)(=O)NC(=O)[C@H]1O[C@@H](n2cnc3c(N)ncnc32)[C@H](O)[C@@H]1O	1	-5	-2	nt	3	-17	-1
O=S(=O)(c1ccc(Cl)cc1)N1CCN(Cc2cccc(OCCO)c2)CC1	2	nt	1	nt	8	nt	4
COc1ccccc1NC(=O)N[C@@H]1CC[C@H](CC(=O)N2CCC(Cc3ccccc3)CC2)O[C@@H]1CO	1	-1	22	0	-5	-17	12
Cc1ccc(C(=O)Nc2ncccc2S(=O)(=O)c2ccccc2)cc1	-3	-2	-75	-5	-64	-85	-1
Cc1oc(-c2ccccc2F)nc1CS(=O)CC(=O)NC1CCCCC1 (configuration not stated)	-1	-3	2	-5	-10	7	20
Cn1cc([N+](=O)[O-])c(C(=O)N2CCN(Cc3ccc4c(c3)OCO4)CC2)n1	-3	-3	-17	5	nt	21	-7
Nc1ncnc2c1ncn2C1OC(CO)CC1O (configuration not stated)	1	-1	nt	nt	13	7	?
C[C@@H](NC(=O)c1[nH]cnc1C(=O)Nc1ccc(Cl)cc1)c1ccccc1	7	nt	-4	-1	14	-11	nt
CCCC(=O)Nc1cc(C)c(NC(=O)c2ccco2)cn1	1	0	-26	14	-12	41	3
COc1cccc(NC(=O)COc2ccc(Br)c(C)c2)c1	1	-1	-14	-10	-40	-65	4
C/C=C/c1ccc([C@@H]2[C@@H](CO)N(C(=O)CC)[C@@H]2CN(C)S(C)(=O)=O)cc1	nt	nt	-1	-4	-2	3	?
N#Cc1ccccc1NC(=O)CSc1nnc(-c2ccncc2)o1	0	-3	-14	7	8	-7	-2
COc1ccccc1-c1cn(CC[C@H]2CC[C@H](NC(=O)CCN3CCCCC3)[C@@H](CO)O2)nn1	-1	0	-22	-1	8	18	-6
C/C(CC(=O)Nc1ccc(Cl)cc1Cl)=N\NC(=O)c1ccncc1	6	2	22	14	8	-1	-2
C[C@H]1CN([C@@H](C)CO)C(=O)Cc2cc(NC(=O)Cc3ccccc3)ccc2O[C@@H]1CN(C)Cc1ccncc1	-2	-15	-11	11	3	-1	23*
Cc1ccc(Oc2ncccc2N)c2c1CCC2	4	-2	-10	-2	9	nt	-3
COc1ccc(OC)c(C(=O)c2ccc(C(=O)N3CCN(Cc4csc(C)n4)CC3)cc2)c1	1	-1	8	1	3	-13	4
CC(C)CCNC(=O)C1CCN(S(=O)(=O)c2ccc3c(c2)CC(C)N3C(=O)C2CC2)CC1 (configuration not stated)	2	-1	-2	-5	nt	-14	1

(list continues)
SMILES	Casp6 inh	SIRT5 inh	PAX8 reporter	ARNT TACC3 PPI	EWS-Fli inh	LGR2 antag	DENV2 CPE rescue
O=C(NCc1ccccc1)C1=C[C@@H](c2coc3ccccc3c2=O)C[C@@H](OCc2ccc(CO)cc2)O1	-1&1	0&2	1&-3	-2	1&2	19	-7&-3
Cc1n[nH]c(=O)c2c(NC(=O)COC(=O)/C=C/c3cccc(C(F)(F)F)c3)oc(C)c12	2	-1	2	-1	1	2	-3
Cc1ccc(S(=O)(=O)NCc2ccccc2)cc1C(=O)N1CCCC(C(F)(F)F)C1 (configuration not stated)	2	1	12	-2	11	-5	8
C/C(=N\NC(=S)NC(C)C)c1ccc(Cl)s1	-1	nt	-5	1	nt	0	4
O=S(=O)(c1ccccc1)N1CCCCN2[C@@H](CO)[C@@H](c3ccc(C#Cc4ccccc4)cc3)[C@@H]2C1	nt	nt	-30	13	nt	9	nt
Cc1ccc(S(=O)(=O)Nc2ccc3c(c2)CC(=O)N([C@H](C)CO)C[C@@H](C)[C@H](CN(C)S(=O)(=O)c2c(C)noc2C)O3)cc1	-1	10	-26	-5	1	1	-1
COc1cc(Cl)c(C)cc1NC(=O)CSc1nnc(CN2CCCC2)o1	-4	1	0	nt	-6	13	4
CC(C)NC(=O)N(C)C[C@@H]1Oc2cc(C#CCN(C)C)ccc2S(=O)(=O)N([C@@H](C)CO)C[C@@H]1C	2	-2	nt	-10	-3	-13	8
CCCCOc1ccc(C(=O)OCC(=O)NC2CCCC2)cc1	2	0	-21	-2	4	-20	-6
CCN(CC)S(=O)(=O)c1cc(Cl)ccc1OC	-2	-1	-19	-1	7	-4	nt
Cc1ccc(NC(=S)N/N=C2\CCCCC2C)cc1 (configuration not stated)	5	-3	-37	10	-11	-11	nt
CCC(=O)N1C[C@@H](C)[C@@H](OC)CN(C)C(=O)c2ccc(NC(=O)Nc3ccccc3)cc2OC[C@H]1C	-1	5	nt	-5	0	-10	-4
CCCN(C)C[C@@H]1OCCCC[C@@H](C)Oc2ccc(NC(=O)C3CCCCC3)cc2C(=O)N([C@@H](C)CO)C[C@@H]1C	9	-1	-6	-7	3	12	-9
Brc1cccc(OCCCN2CCCCCC2)c1	-37	-3	1	nt	-9	18	5
C[C@@H]1CN([C@H](C)CO)C(=O)CCCn2cc(nn2)CO[C@H]1CN(C)C	-2	6	nt	24	-6	-9	0
CCC(=O)N1CC2(CCN(C(=O)Nc3c(C)noc3C)CC2)c2c([nH]c3cc(OC)ccc23)[C@H]1CO	1	-1	nt	nt	-6	-17	-9
O=C(C[C@H]1CC[C@@H]2[C@H](COC[C@@H](O)CN2Cc2cccc(F)c2)O1)NCC1CCCCC1	1&-1	-7&-6	12&-2	13	10&-4	-11&4	?
C=CCCC1(C)C(=O)N(c2ccccc2)c2ccccc21 (configuration not stated)	nt	nt	14	-10	nt	-1	nt
CCOc1ccc(C(=O)NCC(=O)OCCN2C(=O)c3ccccc3C2=O)cc1OCC	-3	-2	0	-2	2	1	0
CCCN(C[C@@H]1N[C@@H](CO)[C@H]1c1ccc(-c2cccnc2)cc1)C(C)=O	-1&-3	2&5	6&0	-3&-8	0&1	2	-5&-4
Cc1ccc(-n2nc3c(=O)n(CCCC(=O)NCc4cccc(F)c4)nc(C)c3c2C)cc1	0	-3	28	-4	nt	11	11
CCCCN(Cc1ccco1)C(=O)C1CCCN(c2ncnc3c2nc2n3CCCCC2)C1 (configuration not stated)	0	2	41	10	nt	0	-6
CN(C)c1ccc(C(=O)NNC(=O)c2ccc(Cl)cc2)cc1	3	-5	-4	-2	-3	-14	0
Cc1noc(C)c1NC(=O)N(C)C[C@@H]1Oc2c(NC(=O)C3CC3)cccc2C(=O)N([C@@H](C)CO)C[C@H]1C	-4	0	nt	-10	-1	-18	0
OCCC1CN(Cc2cccc3nccnc23)CCN1Cc1ccc(F)c(F)c1 (configuration not stated)	-2	-1	5	nt	13	nt	-5

The list continues.
SMILES	Casp6 inh	SIRT5 inh	PAX8 reporter	ARNT TACC3 PPI	EWS-Fli inh	LGR2 antag	DENV2 CPE rescue
Cc1ccn(CCNC(=O)C2CCC(=O)N(CCc3ccc(Cl)cc3)C2)n1 (configuration not stated)	-8	0	nt	-7	-1	-5	9
CCOC(=O)c1c(NC(=O)CSc2nc3ccc(C)cc3[nH]2)sc2c1CC(C)(C)NC2(C)C	-4	9	37	17	29	9	-8
CCN(CC1CCCO1)C(=O)C1CCN(C2CCN(Cc3ccccc3C)CC2)CC1 (configuration not stated)	-28	0	-5	nt	nt	-12	?
COC(=O)COc1ccc(/C=C2\SC(=O)N(CC(=O)Nc3ccccc3F)C2=O)cc1	-2	-2	-28	-6	-9	7	1
Cc1nnc(NC(=O)CSc2nc3c(c(=O)n(C)c(=O)n3C)n2C(C)C)s1	2	1	5	-11	2	1	-2
CO[C@H]1CN(C)C(=O)c2ccc(NC(=O)C3CC3)cc2OC[C@H](C)N(C(=O)c2cnccn2)C[C@H]1C	1	-2	nt	8	9	-14	-12
O=C(c1ccc(Cl)c(S(=O)(=O)N2CCCCC2)c1)N1CCN(c2ccccc2)CC1	0	3	nt	6	41	7	-2
CO[C@@H]1CC[C@H]2CCN(C)C(=O)[C@H](C)[C@H](OC)CN(C)C(=O)c3cccc(C#N)c3OC[C@H]1O2	1	0	-7	-6	-7	11	-2
O=C(C[C@H]1CC[C@@H]2[C@H](COC[C@H](O)CN2C(=O)Nc2ccc(F)cc2)O1)NCCc1ccccc1	1	7	-17	7	-21	-2	1
CCCCc1c(-c2cccc(Br)c2)ncn1CCc1ccccc1OC	-1	6	19	nt	15	37	1
Cc1cccc(NC(=O)c2ccc(F)c(S(=O)(=O)NCc3ccco3)c2)c1	1	0	-8	13	nt	-2	6
O=C(CNCc1ccco1)Nc1cc(S(=O)(=O)N2CCOCC2)ccc1N1CCOCC1	2	-2	7	-4	-1	23	-2
CO[C@@H](CN(C)S(=O)(=O)c1cccc(Cl)c1)[C@@H](C)CN(C(=O)Nc1ccccc1F)[C@@H](C)CO	4	7	nt	0	-9	14	-2
C/C=C/c1ccc([C@H]2[C@@H](CO)N(C(C)=O)[C@@H]2CN(CC(C)C)C(=O)CC)cc1	-2	2	nt	nt	-1	-10	-2
COc1cc(Cn2c3ccc(NC(=S)NCc4ccc(C)cc4)cc3c(=O)n2C)ccc1F	1	-5	14	nt	4	-1	-5
CCCc1c(C(=O)N/N=C(\C)c2ccc(CC(C)C)cc2)nnn1-c1nonc1N	-3	nt	20	nt	2	nt	4
Cc1ccc(C)c(OCC(=O)NCC(C)(C)N2CCOCC2)c1	-3	4	-3	-2	2	-7	7
Cn1c(=O)c2cc(NC(=O)NCc3ccccc3)ccc2n1C/C=C/c1ccccc1	1	nt	23	nt	-10	?	-4
CC(C)NC(=O)Nc1cccc2c1O[C@H](CN(C)C(=O)NC1CCCCC1)[C@H](C)CN([C@H](C)CO)C2=O	0	-2	-18&8	-4&-1	0&-6	-7&6	0&-7
Cc1cccc(OCC(=O)N2CCN(C(=O)c3cccs3)CC2)c1	3	3	nt	-6	nt	0	nt
CC(C)OP(=O)(OC(C)C)C(Nc1ccccn1)c1ccc(F)cc1 (configuration not stated)	nt	nt	8	1	nt	-9	nt
CC(C)OC(=O)N(C)C[C@H]1OCc2cnnn2CCCC(=O)N([C@@H](C)CO)C[C@@H]1C	1	1	0	3	10	15	1
COc1ccc(S(=O)(=O)Nc2ccc3oc(C)c(C(=O)O)c3c2)cc1	3	nt	1	nt	-9	2	13
C[C@H]1CN([C@@H](C)CO)C(=O)c2cccc(NS(=O)(=O)c3cccs3)c2O[C@@H]1CN(C)C	1	0	2	8	-3	-1	-4
CN(Cc1ccccc1)C(=O)c1ccc2c(c1)S(=O)(=O)N=C1CCCCCN12	-1	-3	10	-10	6	-2	17

Rows are unselected. Share with any hit: about 4.9%.
